# Screening data (PubChem BioAssay)
# RXFP1 antag = RXFP1 (human) relaxin receptor antagonism | Q9HBX9 | HEK293-RXFP1, relaxin-stimulated cAMP HTRF, 30 min; hits give low values | activity change, negative = inhibition, % at 57.5 µM | 0.59% of 350,000 active | AID 1259400;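 active means activity change of -60% or lower, but not beyond a set lower limit; inconclusive means change between -60% and -40%, or beyond the set limit; inactive means change above -40%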; further: on the % scale 0 is the no-effect control and ±100 the full control effect
# D1 potentiator = human D1 dopamine receptor positive modulation; HEK293 TREx D1 cells, calcium flux, dopamine EC20 potentiation; potentiation, % at 10 µM; 0.036% of 360,000 active; AID 504651; in the data active means potentiation above about 30%; further: 0% is about no effect
# Target sequence (P21728 whole entry, looked up): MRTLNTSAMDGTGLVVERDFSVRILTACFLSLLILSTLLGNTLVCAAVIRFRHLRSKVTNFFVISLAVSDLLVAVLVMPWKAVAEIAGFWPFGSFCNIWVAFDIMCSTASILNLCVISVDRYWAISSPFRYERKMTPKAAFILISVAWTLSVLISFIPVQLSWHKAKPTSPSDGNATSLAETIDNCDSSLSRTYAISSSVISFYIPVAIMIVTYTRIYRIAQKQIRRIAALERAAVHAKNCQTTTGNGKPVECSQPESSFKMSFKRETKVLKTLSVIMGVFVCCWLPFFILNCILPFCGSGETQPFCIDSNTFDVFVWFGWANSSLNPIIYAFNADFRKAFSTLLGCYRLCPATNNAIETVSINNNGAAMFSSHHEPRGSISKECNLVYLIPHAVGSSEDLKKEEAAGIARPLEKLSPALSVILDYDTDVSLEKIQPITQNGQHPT
# Anesthetic bind = candidate novel general anesthetic via apoferritin binding; AID 485281; apoferritin/1-aminoanthracene competitive binding, fluorescence; P02791; 0.074% of 350,000 active; Potency, µM (doses to about 77.5 µM), for the others: top-dose activity change, negative = displacement, actives largely listed as inhibitors; further: potency means the concentration at half of the fitted maximal effect; on the % scale 0 is the no-effect control and ±100 the full control effect; nearly all actives have a fitted effect of over 20% in size
# Target sequence (P02791 2-175 limits assumed): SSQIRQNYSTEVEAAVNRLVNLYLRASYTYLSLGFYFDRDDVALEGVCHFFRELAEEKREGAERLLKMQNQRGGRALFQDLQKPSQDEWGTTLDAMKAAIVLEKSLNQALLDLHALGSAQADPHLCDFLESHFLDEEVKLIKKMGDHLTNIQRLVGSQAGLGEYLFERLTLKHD
#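 Concentration-response curves derived by four-parameter Hill fitting of normalized fluorescence, where compounds displaced 1-AMA from 10 uM horse apoferritin following a brief 10 min room-temperature incubation; propofol titration acted as positive control.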
# D2 PAM = positive allosteric modulators of human D2 dopamine receptor. HEK293 T-REx D2, calcium flux, EC20 dopamine potentiation. potentiation, % at 10 µM. 0.34% of 340,000 active;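 active means potentiation over 3 SD above the plate norm, cut at about 30% in these data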; further: 0% is about no effect
#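 Potentiation of an EC20 dopamine calcium response measured kinetically over 180 s, after a preceding 180 s compound-only read flagging agonists. Cells: inducible Hek293 Trex D2 line, 4000/well, cultured overnight at 30 C before dye loading.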
# TRHR PAM = allosterically enhances the human TRH receptor. P34981. TRHR cells, fluo-8 calcium fluorescence, EC20 TRH enhancement. enhancement, % at 2 µM. 0.66% of 360,000 active; in the data active means enhancement above about 30%; further: 0% is about no effect
# Target sequence (P34981 whole entry, looked up): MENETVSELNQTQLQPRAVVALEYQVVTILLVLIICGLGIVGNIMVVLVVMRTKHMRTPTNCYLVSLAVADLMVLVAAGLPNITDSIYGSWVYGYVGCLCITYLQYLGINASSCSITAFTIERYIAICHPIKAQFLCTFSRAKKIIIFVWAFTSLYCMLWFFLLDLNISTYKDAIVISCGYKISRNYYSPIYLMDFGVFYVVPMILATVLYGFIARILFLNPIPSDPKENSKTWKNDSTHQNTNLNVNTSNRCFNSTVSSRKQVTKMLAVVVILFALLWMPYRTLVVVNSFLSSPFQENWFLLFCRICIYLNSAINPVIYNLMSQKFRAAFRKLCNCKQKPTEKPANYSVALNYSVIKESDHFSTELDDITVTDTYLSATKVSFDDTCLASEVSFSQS
#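 Enhancer read-out: after compound pinning and an initial kinetic agonist-mode read, an EC20 of TRH (10 nM final) was injected and fluo-8 calcium signal (Ex 480/Em 530) followed at 1 s/cycle for 100 cycles in TRHR-expressing cells.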
# TRHR ag = activates the human TRH receptor; P34981; 0.18% of 360,000 active; TRHR cells, calcium flux fluo-8, FDSS agonist mode; activation, % at 2 µM; AID 493084; in the data active means activation above about 30%; further: 0% is about no effect
#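 Read-out: compound-evoked intracellular calcium rise in TRHR cells, fluo-8 dye, kinetic FDSS fluorescence at 1 s/cycle following a 10-cycle baseline. Cells cultured overnight before dye loading (30 min–1.5 h, RT).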
# D1 agonist = agonists of human D1 dopamine receptor; HEK293 T-REx D1 cells, calcium flux, agonist mode; 1% of 360,000 active; activation, % at 2 µM; in the data active means activation above about 30%; further: 0% is about no effect
#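 Tetracycline-induced HEK293 TREx D1 cells, force-coupled to calcium signalling, were dye-loaded with a no-wash calcium kit. Compound was pin-added after a 10 s baseline. Fluorescence was read kinetically at 1 cycle/s for 180 s, with calcium rises flagged as agonism.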
# RXFP1 ag = agonists of human relaxin receptor RXFP1 | Potency, µM (doses to about 57.5 µM), without a hit: at the highest dose activation, hits mostly activators | 0.3% of 370,000 active | AID 2676 | Q9HBX9 | HEK293T-RXFP1 cAMP TR-FRET, 30 min; response scale: percent of porcine relaxin response, buffer zero; further: potency means the concentration at half of the fitted maximal effect; on the % scale 0 is the no-effect control and ±100 the full control effect; nearly all actives have a fitted effect of over 60% in size; many of its hits are not listed in these tables
#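 cAMP rise read by TR-FRET after 30 min, 37C compound exposure (up to 58 uM) in RXFP1-transfected HEK293 cells with Ro 20174 present. EC50 from Hill-equation fits, with 29 nM porcine relaxin as 100% and buffer as basal.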
# D1 antag = blocks dopamine activation of the human D1 receptor; P21728; HEK293 TREx D1 cells, calcium flux, dopamine EC80; hits give low values; activity change, negative = inhibition, % at 10 µM; 3.2% of 360,000 active; in the data active means activity change below about -30%; further: on the % scale 0 is the no-effect control and ±100 the full control effect
#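 HEK293 T-REx cells expressing inducible, force-coupled D1 receptor; no-wash Ca dye, 30–90 min RT. Cmpd → 180 s read at 1 Hz → EC80 DA → 180 s read.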
# Numbers without * were called inactive; ? = inconclusive; nt = no result given; & = joins results of further samples; [ ] = remark or other dose. Unless noted, the call rests on the fitted dose curve; in most records, active means well fitted curve in the direction sought with a large enough effect; inconclusive means small, poorly fitted or top-dose-only effect, or another doubt; inactive means no such curve, though single readings can be large; an effect the other way counts as inactive or inconclusive. Some of the compounds tested; the hit share may differ from the screen's.
# A first look (3 entries):
# Values in the order: RXFP1 antag	D1 potentiator	Anesthetic bind	D2 PAM	TRHR PAM	TRHR ag	D1 agonist	RXFP1 ag	D1 antag
- COc1ccc(C(CNC(=O)C(C)(C)Oc2ccc(Cl)cc2)N2CCCCC2)cc1 (centres undefined)
  -18	-5	-13%	-30	-4	0.1	1	-0.8%	-1
- Cc1ccccc1CSc1nnc(-c2cccnc2)n1N
  -2	-4	-15%	-4	-1	0.5	1	0.0%	-19
- CCOc1ccccc1N1CCN(CC(=O)NC(C)c2ccccc2)CC1 (centres undefined)
  0	-2	-6%	-20	-6	-0.7	3	2.8%	4

# This part in full (from the top)
# Values in the order: RXFP1 antag	D1 potentiator	Anesthetic bind	D2 PAM	TRHR PAM	TRHR ag	D1 agonist	RXFP1 ag	D1 antag
- COc1ccc(C(CNC(=O)C(C)(C)Oc2ccc(Cl)cc2)N2CCCCC2)cc1 (centres undefined)
  -18	-5	-13%	-30	-4	0.1	1	-0.8%	-1
- Cc1ccccc1CSc1nnc(-c2cccnc2)n1N
  -2	-4	-15%	-4	-1	0.5	1	0.0%	-19
- CCOc1ccccc1N1CCN(CC(=O)NC(C)c2ccccc2)CC1 (centres undefined)
  0	-2	-6%	-20	-6	-0.7	3	2.8%	4
- Cc1cc(NC(=O)CSc2nnc(-c3ccc(Br)o3)n2Cc2ccccc2)no1
  -8	-4	?	-8	9	-1.0	4	3.2%	-28
- COc1ccc(-c2nnc(SCC(=O)NC3CCCCC3)o2)cc1OC
  -15	nt	-11%	18	10	0.0	-1	-0.1%	-4
- O=C(CSc1cn(CC(=O)N2CCCC2)c2ccccc12)Nc1ccccc1C(F)(F)F
  -11	-7	-12%	3	2	1.0	0	-0.6%	-44*
- Cc1ccc([N+](=O)[O-])cc1NC(=O)c1ccc(C(C)(C)C)cc1
  0	-3	?	1	2	-0.2	0	0.3%	-4
- COCCCNC(=O)CCCn1c(=O)[nH]c2ccccc2c1=O
  1	-3	-11%	9	-3	0.0	-1	-0.8%	24
- COc1ccnc(Oc2ccc(F)cc2)c1C(=O)N/C=N/OCc1cccc(F)c1
  12	1	-11%	-2	-2	2.1	16	0.1%	-4
- COc1nc(OC)nc(N2CCC(C(=O)Nc3cccc4c3CCCC4)CC2)n1
  -6	-1	-5%	12	7	1.5	-2	-0.6%	15
- O=[N+]([O-])c1cc(-c2nc(-c3ccccc3)no2)ccc1N1CCN(c2ccccc2)CC1
  nt	-2	-3%	5	-2	-0.1	-2	-2.2%	-25
- CCOc1cc(C)c(S(=O)(=O)NC2CC(C)(C)NC(C)(C)C2)cc1C
  -4	6	-5%	4	6	0.3	6	-2.2%	3
- CCCCc1nnc(NC(=O)c2ccc(N3CCCC3=O)cc2)s1
  -4	-2	nt	-1	2	-0.8	2	-1.3%	-9
- CCCC(=O)NC(=S)Nc1cccc(NC(=O)c2ccc(Cl)cc2Cl)c1
  3	-5	-8%	4	4	-0.5	10	0.7%	-23
- O=C(Nc1nnc(CCS(=O)(=O)c2ccc3ccccc3c2)s1)c1cccs1
  -1	-5	6%	-10	-6	0.5	3	18%	0
- COC(=O)C1=C(C)NC(=O)NC1c1ccc(-c2ccccc2Cl)o1 (centres undefined)
  13	0	-4%	-1	-2	0.8	2	0.0%	19
- O=C(CSc1nc2cc(C(F)(F)F)ccc2n1Cc1ccccc1)NC1CCS(=O)(=O)C1 (centres undefined)
  -7	-2	2%	8	5	0.1	1	1.2%	1
- O=c1oc2cc(O)ccc2cc1-c1nc2c(s1)CCc1ccccc1-2
  4	-10	149%[activator]	-24	-23	199*	283*	5.8%	-23
- CNC(=O)C1CC(=O)N(c2ccc(C)cc2)C1 (centres undefined)
  -5	-3	-10%	14	6	0.2	0	0.5%	3
- COCCn1c(SCC(=O)N2CCC(C)CC2)nc2c(c1=O)SCC2
  -7	-4	-7%	10	0	-0.2	1	0.4%	-2
- [O-][N+]12CCCCC1CCCC2CO (centres undefined)
  1	-1	-1%	-1	-1	0.8	3	2.2%	-23
- COC(=O)c1onc(-c2c(OC)cc(OC)cc2OC)c1C(=O)OC
  -2	-1	-5%	3	4	-0.9	1	2.3%	2
- COCc1cc(C)nc(N2CCc3ccccc32)c1C#N
  3	-9	2%	8	0	-0.5	4	5.5%	-5
- O=C(Nc1ccccc1)c1nnsc1S(=O)(=O)c1ccc(Cl)cc1
  -69*	-4	-21%	0	-15	3.2	0	0.9%	-31*
- O=C1CCCC/C1=C/Nc1ccc(C(=O)O)cc1
  19	-2	-1%	11	2	0.1	3	0.7%	-12
- CCCCn1c(CNC(=O)c2ccc(OC)cc2)nnc1SCC(=O)Nc1ccccc1
  nt	-6	3%	nt	-1	-0.1	1	-0.2%	-69*
- CCC(Oc1ccc(C)cc1)C(=O)Nc1ccc(S(=O)(=O)Nc2nccs2)cc1 (centres undefined)
  -4	2	7%	42*	-4	0.9	0	-4.1%	16
- O=C(COC(=O)c1ccccc1Cl)NCCC1=CCCCC1
  -9	0	?	-8	0	-2.2	4	0.3%	-2
- COCCCNC(=O)CSc1nc2ccccc2c(=O)n1CCC(=O)NCCc1ccc(OC)c(OC)c1
  0	0	-4%	0	-1	2.6	3	-0.2%	6
- CCOc1ccc(S(=O)(=O)Nc2ccccc2SC)cc1
  -8	3	0%	13	4	-0.4	6	1.0%	3

# Reformatted as comma-separated lines: part of the list above.
structure,RXFP1 antag,D1 potentiator,Anesthetic bind,D2 PAM,TRHR PAM,TRHR ag,D1 agonist,RXFP1 ag,D1 antag
CCCC(=O)NC(=S)Nc1cccc(NC(=O)c2ccc(Cl)cc2Cl)c1,3,-5,-8%,4,4,-0.5,10,0.7%,-23
O=C(Nc1nnc(CCS(=O)(=O)c2ccc3ccccc3c2)s1)c1cccs1,-1,-5,6%,-10,-6,0.5,3,18%,0
COC(=O)C1=C(C)NC(=O)NC1c1ccc(-c2ccccc2Cl)o1 (centres undefined),13,0,-4%,-1,-2,0.8,2,0.0%,19
O=C(CSc1nc2cc(C(F)(F)F)ccc2n1Cc1ccccc1)NC1CCS(=O)(=O)C1 (centres undefined),-7,-2,2%,8,5,0.1,1,1.2%,1
O=c1oc2cc(O)ccc2cc1-c1nc2c(s1)CCc1ccccc1-2,4,-10,149%[activator],-24,-23,199*,283*,5.8%,-23
CNC(=O)C1CC(=O)N(c2ccc(C)cc2)C1 (centres undefined),-5,-3,-10%,14,6,0.2,0,0.5%,3
COCCn1c(SCC(=O)N2CCC(C)CC2)nc2c(c1=O)SCC2,-7,-4,-7%,10,0,-0.2,1,0.4%,-2

# The results go on:
# Values in the order: RXFP1 antag	D1 potentiator	Anesthetic bind	D2 PAM	TRHR PAM	TRHR ag	D1 agonist	RXFP1 ag	D1 antag
- COc1cccc(C(=O)N2CCCC(Nc3ccc(C)c(C)c3)C2)c1 (centres undefined)
  11	-7	?	0	-2	-0.4	0	2.3%	5
- Cc1c2c(n3c(nc4ccccc43)c1C#N)N(c1ccccc1)CC2
  nt	8	45%[activator]	13	3	-0.4	19	0.5%	5
- CN1CCN(S(=O)(=O)Cc2ccccc2Cl)CC1
  -1	-8	-3%	nt	9	0.4	2	1.7%	5
- CN(Cc1ccccc1)C(=O)Cc1ccccc1
  23	-4	-16%	17	14	-0.7	0	0.4%	-17
- CN(C)S(=O)(=O)c1ccc2oc(SCC(N)=O)nc2c1
  -17	-2	-7%	-3	8	0.1	2	0.8%	nt
- COC(=O)C1=C(C)OC(N)=C(C#N)C1c1cc(C)sc1C (centres undefined)
  -3	1	-14%	19	24	-1.1	6	-2.0%	-1
- O=C(Nc1cc(Cl)c(O)c(Cl)c1)C1CCCO1 (centres undefined)
  -15	4	-10%	4	-7	-4.4	10	-0.8%	-9
- CC(C)c1c(O)nc(SCCN2CCOCC2)[nH]c1=O
  -3	1	-5%	-3	-7	-0.5	3	2.1%	7
- c1ccc2nc3c(cc2c1)CCCCC3
  4	-5	3%	7	1	-0.6	1	0.1%	18
- O=[N+]([O-])c1cccc(S(=O)(=O)[N-]c2nc3ccccc3nc2-n2cc[n+](Cc3ccccc3)c2)c1
  10	-4	-7%	-9	-4	0.3	0	4.2%	-16
- COc1ccccc1N1CCN(S(=O)(=O)c2cc(Br)cnc2N)CC1
  1	3	-4%	10	2	-0.6	1	-1.2%	3
- CCc1nn(C(C)C(=O)N2CCN(c3ccccc3)CC2)c(=O)c2cc3occc3n12 (centres undefined)
  6	0&-1	-5%&-5%	-8	-2&5	-0.4&-0.4	5&0	4.5%&6.2%	6&9
- Cc1ccc(CN2CCC(Oc3cccc(C(=O)NCc4cccnc4)c3)CC2)o1
  -19	-2	-11%	-8	6	0.0	2	-0.1%	-8
- CCc1ccc(CN2CCCC(C(=O)Nc3ccccc3-c3ccc(OC)cc3)C2)o1 (centres undefined)
  -77*	-1	-5%	-26	16	1.4	11	0.4%	-4
- COc1ccc(-n2ncc(C(C)NS(=O)(=O)c3ccc(C(C)=O)cc3)c2C)cc1 (centres undefined)
  3	-3	-7%	2	-2	-0.6	2	0.2%	2
- COc1ccc(-c2cc(C(=O)O)no2)cc1
  -12	-5	0%&-6%	12	-3	0.5	3	2.2%	5
- COc1cccc(CNC(=O)CCNC(=O)Cn2ccc3ccccc3c2=O)c1
  4	-5	-9%	0	-3	-0.1	3	-1.1%	2
- CCC(=O)NCCc1cc2cc(C)c(C)cc2[nH]c1=O
  nt	-1	-6%	-2	1	0.5	2	4.3%	0
- O=C(CCN1C(=O)c2ccccc2C1=O)Nc1ccccc1C(=O)N1CCOCC1
  2	0	-5%	-5	-2	-0.3	-1	0.0%	1
